# Screening results deposited in PubChem by several laboratories.
# Glyco luc inh – blocks N-linked glycosylation in D54 reporter cells; D54 ERlucT glycosylation luciferase reporter, 24 h; percent of 100 nM tunicamycin response; hit rate 0.23% among 360,000; reporter increase, % at 12.5 µM;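 active means mean luciferase reporter signal, scaled so untreated is 0 and the glycosylation-blocking control 100, at or above a set limit in every replicate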;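 further: luciferase carries N-glycosylation sites so blocking glycosylation raises the light; 0% = median of neutral control wells and 100% = median of 100 nM tunicamycin wells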
# Exocytosis inh – lytic granule exocytosis inhibition; TALL-104 LAMP-1 surface exposure, flow cytometry; cells stimulated with thapsigargin and PMA; inhibition, % at 10 µM; hit rate 0.66% among 360,000;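 active means inhibition above about 55%, limit read from the data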
# MC4R ag barr – agonists of human melanocortin 4 receptor (MC4R) beta-arrestin | U2OS MC4R beta-arrestin complementation, luminescence; percent of melanotan II response, DMSO zero | hit rate 0.98% among 360,000 | activation, % at 8.9 µM | P32245;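 active means activation above a per-plate cutoff, the mean activation of sample wells on that plate plus 3 SD, cut at about 8% in these data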
# Target sequence (P32245 whole entry, looked up): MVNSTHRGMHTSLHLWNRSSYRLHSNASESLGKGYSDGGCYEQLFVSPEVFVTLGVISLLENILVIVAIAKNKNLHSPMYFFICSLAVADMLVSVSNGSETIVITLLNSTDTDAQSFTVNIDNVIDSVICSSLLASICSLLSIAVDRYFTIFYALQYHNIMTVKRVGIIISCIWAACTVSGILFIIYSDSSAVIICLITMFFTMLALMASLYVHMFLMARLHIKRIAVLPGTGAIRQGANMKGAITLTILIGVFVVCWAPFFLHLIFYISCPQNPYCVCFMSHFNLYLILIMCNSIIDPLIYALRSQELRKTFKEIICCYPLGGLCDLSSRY
# MC4R antagonist – human MC4R antagonism in cAMP assay; P32245; MC4R-expressing cells, MTII-stimulated cAMP, LANCE TR-FRET; hit rate 0.48% among 360,000; AID 540295; inhibition, % at 6.5 µM;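 active means inhibition above its plate's cutoff, the mean of tested wells on that plate plus 3 SD, cut at about 29% in these data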;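 further: 0% = Melanotan II alone and 100% = Melanotan II plus saturating MCL0020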
#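 material = U2OS cells stably expressing human melanocortin 4 receptor (MC4R) | also added = Melanotan II challenge | dosing = single nominal compound dose of 6.5 µM | detection = TR-FRET with Eu-cAMP and labeled anti-cAMP, 671 nm | replication = singlicate | timing = compound 30 min, challenge 1 h, detection 1 h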
# Cardio protect – protects H9c2 cardiomyocytes from peroxide injury; H2O2 injury protection, ATPLite, 2 h; protection from H2O2 cell death, % at 20 µM; hit rate 0.63% among 360,000;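 active means compounds giving at least 50% protection of heart cells from peroxide-induced death in the single-dose screen, raw or plate-pattern-corrected value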;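 further: 0% = DMSO wells with peroxide and 100% = DMSO wells without peroxide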
# ABCB6 inh MLPCN – inhibitors of human ABC transporter ABCB6. fluorescence ratio to DMSO, % at 10 µM. hit rate 0.19% among 360,000. K562-ABCB6 porphyrin accumulation, flow cytometry, 1 h; stronger effect = lower value;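 active means fluorescence ratio to DMSO below 75%, the collection mean minus 3 SD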;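 further: signal is porphyrin accumulated inside mitochondria; 100% equals median channel fluorescence of DMSO control wells; lower ratio means ABCB6 inhibition with less porphyrin fluorescence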
# ABHD5 PLIN5 PPI – inhibitors of human ABHD5-perilipin-5 interaction; AID 602281; inhibition, % at 4 µM; Q00G26+Q8WTS1; Split G. princeps luciferase complementation, luminescence, 4 h; hit rate 0.78% among 360,000;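 active means inhibition above the mean inhibition across every tested compound plus 3 SD, cut at about 22% in these data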;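 further: 0% = DMSO only wells and the 100% control is not disclosed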
# aDG glyco act – increases alpha dystroglycan glycosylation | Pro5-aDG cells, alpha-DG glycosylation AlphaScreen (IIH6); 0% Pro5, 100% B10-LARGE cell signal | activation, % at 10 µM | hit rate 0.22% among 360,000 | AID 624168;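 active means activation of at least 8% versus controls, or a plate z-score of at least 8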;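 further: Pro5 are CHO cells carrying HIG-tagged alpha-DG that lacks glycosylation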
# HTR2A ag – activates the mouse 5-HT2A serotonin receptor; activation, % at 7.6 µM; AID 624169; CHO-K1 mHTR2A beta-arrestin complementation, luminescence; percent of 30 µM serotonin response; hit rate 0.66% among 360,000;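 active means activation above a run cutoff, the mean activation of all tested compounds plus 3 SD, cut at about 14% in these data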;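 further: 0% = plate median of compound wells and 100% = 30 µM serotonin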
# Target sequence (P35363 whole entry, looked up): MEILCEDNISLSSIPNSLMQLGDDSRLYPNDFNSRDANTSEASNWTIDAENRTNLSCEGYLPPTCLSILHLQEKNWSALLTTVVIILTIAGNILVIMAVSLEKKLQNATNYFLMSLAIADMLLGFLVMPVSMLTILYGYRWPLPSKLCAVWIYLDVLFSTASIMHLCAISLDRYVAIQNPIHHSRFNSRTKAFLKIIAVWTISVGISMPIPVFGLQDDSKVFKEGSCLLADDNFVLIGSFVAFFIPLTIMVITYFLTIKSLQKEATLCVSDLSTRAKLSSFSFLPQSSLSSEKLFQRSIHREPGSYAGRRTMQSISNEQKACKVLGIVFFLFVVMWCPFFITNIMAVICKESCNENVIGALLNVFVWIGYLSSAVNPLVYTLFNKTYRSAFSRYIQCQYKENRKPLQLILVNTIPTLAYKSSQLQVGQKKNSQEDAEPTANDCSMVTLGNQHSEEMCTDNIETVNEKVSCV
# iPSC survival up – enhancers of human iPSC single-cell survival; hiPSC single-cell survival, ATPlite luminescence; 100% = ROCK inhibitor wells, 0% = DMSO; hit rate 0.044% among 360,000; AID 602274; survival enhancement, % at 20 µM; in the data active means survival enhancement above about 18%;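 further: cells exposed to compounds for 16 hours before the ATP read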
# Numbers without * were called inactive.
SMILES,Glyco luc inh,Exocytosis inh,MC4R ag barr,MC4R antagonist,Cardio protect,ABCB6 inh MLPCN,ABHD5 PLIN5 PPI,aDG glyco act,HTR2A ag,iPSC survival up
O=C(NCc1ccco1)/C(=C/c1ccccc1)NC(=O)c1ccco1,2,-5,1.1,1,-1,100,-4,0.2,-6,-0.5
CC(=O)Nc1ccc(NC(=O)COc2ccc3c(c2)CCC3)cc1,1,-1,-3.1,3,-6,98,-2,-0.3,1,3.0
CC(C)(C)S(=O)N1Cc2cc(CO)cc(CCO)c2[C@@H]1CCO (stereo partly drawn),1,-2,-0.4,-3,-4,99,-12,-0.3,-1,1.9
CC(C)(C)CC(=O)NC(=S)NCc1ccco1,-1,0,-1.3,3,-1,95,2,-0.2,0,-0.4
Cc1ccc(-n2nnnc2-c2cnoc2-c2cccc(F)c2)cc1,1,2,0.4,-13,9,96,1,0.1,5,-1.9
Cc1ccc(NC(=O)c2ncn(CCCNCc3ccc4c(c3)OCO4)n2)cc1C,2,1,-1.6,-4,18,96,0,0.0,-7,7.5
NNC(=O)Cc1csc(-c2ccccc2)n1,0,2,0.2,-1,13,97,1,0.0,6,-0.6
COc1ccc(C2C(C#N)=C(N)Oc3n[nH]c(C)c32)cc1Cn1cc([N+](=O)[O-])cn1 (stereo not drawn),-5,0,-1.7,6,24,93,18,-0.2,0,-0.5
CC(C)Cn1c(N)cc(=O)n(C)c1=O,-1,2,-5.5,11,-2,104,-3,0.1,1,2.2
COc1ccc(C(=O)NC(=S)Nc2ccc(CN3CCOCC3)cc2)cc1,2,5,-0.1,-3,-3,101,4,0.0,-2,-0.8
Cc1cc(C)n(CCN(C)Cc2nc(Cc3ccccc3F)no2)n1,-1,8,-0.9,11,-2,101,-3,0.2,38*,2.0
Cc1cc(C)c(C#N)c(N2CCN(c3ccc(F)cc3)CC2)n1,-2,9,0.2,-7,15,96,0,-0.1,4,-0.7
Cc1cccc(OCC(=O)Oc2ccc(Cl)cc2)c1,0,-2,1.7,12,-4,95,-9,0.1,2,-0.4
COc1ccc(N(CC(=O)Nc2cc(OC)ccc2OC)S(=O)(=O)c2c(C)nn(C)c2C)cc1,4,-1,0.1,12,10,95,-1,-0.3,0,5.3
COc1cc(OC)cc(C(=O)NCC(=O)OC(C)C(=O)NC(C)C2CC3CCC2C3)c1 (stereo not drawn),0,-2,1.6,6,-2,97,-1,0.1,-1,0.3
Cc1ccc(NC(=O)COc2ccc3c(c2)OCO3)c(C)c1,2,-4,-0.5,2,2,92,-5,-0.1,-5,-0.4
CC(=O)N(c1ccccc1)c1nc(/C=C/C(=O)O)cs1,4,-2,-0.3,-2,3,96,-8,0.2,-3,2.7
CCCCCCn1c(=O)c(C(=O)N/N=C/c2cccc(F)c2)c(O)c2ccccc21,3,-1,-1.8,-1,6,102,3,-0.1,6,2.7
O=C(Nc1ccc(O)c(-c2nc3ccccc3o2)c1)C1(c2ccc(Br)cc2)CCCC1,-7,-4,-1.4,10,8,97,-4,0.1,-5,1.1
COc1ccc(C(NC(=O)CN2CCCCCC2)c2ccc(OC)cc2)cc1,-3,-13,1.2,1,-3,100,-5,0.0,-2,-0.6
O=C(Nc1ccc2nc3n(c(=O)c2c1)CCCCC3)c1ccccn1,-8,1,-0.8,7,13,96,9,-0.1,3,0.0
CCC1CCCCN1c1nc(-c2ccncc2)nc2ccccc12 (stereo not drawn),2,27,1.9,-3,-7,95,-2,-0.1,2,2.6
O=C(COC(=O)Cc1cccc(C(F)(F)F)c1)Nc1ccc2[nH]c(=O)[nH]c2c1,1,3,-2.5,2,4,102,-3,-0.2,-7,-0.1
Cc1c(C(=O)Nc2ccc(C(=O)Nc3ccccc3)cc2)cccc1[N+](=O)[O-],-2,5,1.7,14,-4,99,-6,-0.1,-2,-0.3
COc1ccc(/C=N/NS(=O)(=O)c2ccc(C)cc2)cc1,0,4,-0.3,1,-4,93,-1,-0.1,1,0.2
CCc1cccc(CC)c1NC(=O)c1ccc(-n2cncn2)nc1,2,-3,-0.8,-1,6,103,6,0.6,7,0.3
O=C(c1ccccc1-c1ccccc1)N1CCOCC1,3,-1,-0.9,0,7,88,-1,0.1,-2,-0.6
O=C(N[C@@H](Cc1c[nH]c2ccccc12)C(=O)O)OCC1c2ccccc2-c2ccccc21,1,-2,1.2,2,-5,102,-2,-0.2,7,-0.4
O=C(CN1C(=O)CSc2ncccc21)NCCN1CCOCC1,-5,0,0.1,5,1,100,9,-0.2,-6,-1.7
CCc1ccc2[nH]c(C(=O)Nc3ccc(C)c(F)c3)cc2c1,-5,8,0.7,6,-5,103,-8,0.2,-10,0.1
Cc1ccc(S(=O)(=O)N2CCN(C)CC2)c(C)c1,-1,0,1.0,1,1,100,-2,-0.1,-5,2.2
CNC(=S)NNS(=O)(=O)c1ccc(OC)cc1OC,1,5,-0.6,17,3,96,5,0.2,2,-0.3
COC(=O)c1sc(-c2cccs2)cc1N,2,0,-1.6,5,-4,95,2,-0.2,-3,0.4
COc1cc(C(=O)Oc2ccc(C(=S)N3CCOCC3)cc2)cc(OC)c1OC,1,-6,-0.9,10,-2,88,4,-0.1,4,-0.5
CCN1C(=O)[C@H]2[C@H]3CN=C(SCc4ccc(Cl)cc4)N3[C@@](CC)(C(=O)OC)[C@H]2C1=O,1,-1,-0.3,-3,-15,95,9,-0.1,4,2.7
CC(=O)Nc1nc(-c2ccc([N+](=O)[O-])cc2)cs1,4,9,0.3,17,4,97,2,0.1,3,-2.1
Cc1ccc(/C=C/C(=O)OCC(=O)NC(C)C)o1,0,-2,-1.6,7,2,88,2,0.0,3,0.6
CCOc1ccc2[nH]cc(C(=O)NCc3ccc(F)cc3)c(=O)c2c1,1,0,-0.9,-8,15,100,2,0.5,0,0.5
COc1ccccc1NC(=O)CN(Cc1ccco1)C(=O)c1ccc(N2CCCC2=O)cc1,1,2,-0.9,-5,17,91,2,-0.1,3,-0.4
Cc1nn(C)c(C)c1NC(=O)CSc1nc(-c2ccccc2Cl)nc2c1cnn2-c1ccccc1,2,3,1.0,16,5,99,9,-0.2,-6,-4.3

# 12 compounds already listed, sorted by length of the SMILES, high to low:
SMILES,Glyco luc inh,Exocytosis inh,MC4R ag barr,MC4R antagonist,Cardio protect,ABCB6 inh MLPCN,ABHD5 PLIN5 PPI,aDG glyco act,HTR2A ag,iPSC survival up
O=C(N[C@@H](Cc1c[nH]c2ccccc12)C(=O)O)OCC1c2ccccc2-c2ccccc21,1,-2,1.2,2,-5,102,-2,-0.2,7,-0.4
Cc1nn(C)c(C)c1NC(=O)CSc1nc(-c2ccccc2Cl)nc2c1cnn2-c1ccccc1,2,3,1.0,16,5,99,9,-0.2,-6,-4.3
O=C(COC(=O)Cc1cccc(C(F)(F)F)c1)Nc1ccc2[nH]c(=O)[nH]c2c1,1,3,-2.5,2,4,102,-3,-0.2,-7,-0.1
Cc1c(C(=O)Nc2ccc(C(=O)Nc3ccccc3)cc2)cccc1[N+](=O)[O-],-2,5,1.7,14,-4,99,-6,-0.1,-2,-0.3
COc1ccccc1NC(=O)CN(Cc1ccco1)C(=O)c1ccc(N2CCCC2=O)cc1,1,2,-0.9,-5,17,91,2,-0.1,3,-0.4
CCc1ccc2[nH]c(C(=O)Nc3ccc(C)c(F)c3)cc2c1,-5,8,0.7,6,-5,103,-8,0.2,-10,0.1
CCc1cccc(CC)c1NC(=O)c1ccc(-n2cncn2)nc1,2,-3,-0.8,-1,6,103,6,0.6,7,0.3
CCC1CCCCN1c1nc(-c2ccncc2)nc2ccccc12 (stereo not drawn),2,27,1.9,-3,-7,95,-2,-0.1,2,2.6
Cc1ccc(S(=O)(=O)N2CCN(C)CC2)c(C)c1,-1,0,1.0,1,1,100,-2,-0.1,-5,2.2
CNC(=S)NNS(=O)(=O)c1ccc(OC)cc1OC,1,5,-0.6,17,3,96,5,0.2,2,-0.3
O=C(c1ccccc1-c1ccccc1)N1CCOCC1,3,-1,-0.9,0,7,88,-1,0.1,-2,-0.6
COC(=O)c1sc(-c2cccs2)cc1N,2,0,-1.6,5,-4,95,2,-0.2,-3,0.4

# More entries.
SMILES,Glyco luc inh,Exocytosis inh,MC4R ag barr,MC4R antagonist,Cardio protect,ABCB6 inh MLPCN,ABHD5 PLIN5 PPI,aDG glyco act,HTR2A ag,iPSC survival up
CCOc1nc(NCCN2CCOCC2)nc(Nc2ccc(C)cc2)n1,1,-1,-0.4,-5,-1,95,-2,-0.1,-7,-3.0
O=C(NC1CCCCC1)C1CC=CCC1C(=O)OCC(Cl)=C(Cl)Cl (stereo not drawn),-2,1,-1.3,3,7,97,-4,-0.2,-5,-0.9
CCC1(c2ccc(F)cc2)NC(=O)N(CC(=O)N2CCN(S(=O)(=O)c3ccc(Cl)cc3)CC2)C1=O (stereo not drawn),0,0,0.6,3,14,101,-1,-0.2,8,-0.4
CCn1cc(CN(C)S(=O)(=O)c2cccc([N+](=O)[O-])c2)cn1,1,0,-1.6,9,6,98,-1,-0.1,1,0.1
CN/C(=C/[N+](=O)[O-])NCCSCc1csc(CN(C)C)n1,-1,-6,-0.8,8,6,104,0,-0.2,11,2.3
COCCNC(=O)C(c1ccc(C)o1)N(CCOC)C(=O)Cn1nnc2ccccc21 (stereo not drawn),2,-2,-0.1,12,-7,94,-4,-0.4,-4,0.5
CC(C)n1cnnc1SCC(=O)NNC(=O)COc1ccc(Cl)cc1,2,-3,-3.4,6,-7,101,0,-0.3,-1,0.6
O=C(Nc1ccccc1Cl)NC1(C(=O)N2CCCCC2)CCCCC1,0,0,0.4,7,8,98,3,0.1,-1,0.5
CC(C)CN(C(=O)c1cccc(S(=O)(=O)N2CCN(C)CC2)c1)C1CCS(=O)(=O)C1 (stereo not drawn),-1,-10,-1.9,3,4,102,-6,0.0,5,0.3
CCCn1c(=S)[nH]c2cc(C(=O)NCc3ccccc3OC)ccc2c1=O,1,0,6.0,15,0,94,4,-0.1,-5,1.4
COc1ccc(Cl)cc1NC(=O)CNc1ccccc1F,-2,3,0.6,13,-4,98,9,-0.1,-5,-1.3
Cc1nnc(NC(=O)CSc2nnc3ncccn23)s1,-1,-12,0.8,-1,-1,95,15,0.0,7,3.1
CCOCC(=O)Nc1ccc([N+](=O)[O-])cc1OC,0,0,0.3,-5,-2,100,4,-0.3,8,-1.5

# Retrieved by compound from the list above:
SMILES,Glyco luc inh,Exocytosis inh,MC4R ag barr,MC4R antagonist,Cardio protect,ABCB6 inh MLPCN,ABHD5 PLIN5 PPI,aDG glyco act,HTR2A ag,iPSC survival up
COCCNC(=O)C(c1ccc(C)o1)N(CCOC)C(=O)Cn1nnc2ccccc21 (stereo not drawn),2,-2,-0.1,12,-7,94,-4,-0.4,-4,0.5
CCn1cc(CN(C)S(=O)(=O)c2cccc([N+](=O)[O-])c2)cn1,1,0,-1.6,9,6,98,-1,-0.1,1,0.1
